# ARNT TACC3 PPI – ARNT/TACC3 interaction disruption; Q9Y6A5; AlphaScreen His-ARNT PAS-B/GST-TACC3 binding, luminescence; TACC3 fragment carries E629A point mutation; inhibition, % at 9.99 µM; actives 0.66% (n = 390,000); AID 623870;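 active = mean inhibition of replicates at least 50% and at least half of replicates each reaching 50%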;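 note: 0% = complete ARNT plus TACC3 wells and 100% = ARNT alone without TACC3; many hits fall short of the cut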
# The depositor's hits bear a star. This is a subset, so the mix of outcomes need not match the whole.
ARNT TACC3 PPI	molecule
7.8	CCOC(=O)N1CCC(NC(=O)C2CCC(CNS(=O)(=O)c3ccc(OC)cc3)CC2)CC1 (stereo not drawn)
2.9	CC(C)(C)c1ccc(OCC(=O)NNC(=O)CCc2ccccc2)cc1
16.0	CC(NC(=O)Nc1nccs1)(C(F)(F)F)C(F)(F)F
-1.0	Cc1cc(C(=O)N2CCN(c3ncccn3)CC2)cs1
-3.5	COc1ccc2c(c1)[C@@H]1[C@H](CO2)[C@H](c2ccccc2)[C@]2(C)C(=O)Nc3ccc(C)cc3C(=O)N12
-2.0	COC(=O)c1cc(Cc2ccc(N)c(C(=O)OC)c2)ccc1N
-6.6	CCOC(=O)c1ccccc1NC(=O)COC(=O)c1ccc(C)c(S(=O)(=O)N2CCOCC2)c1
-0.8	CC(Cc1ccccc1)N/C=C1/CC(=O)NC1=O (stereo not drawn)
1.8	CCn1c2ccccc2c2nnc(SCC(=O)N3CC(C)OC(C)C3)nc21 (stereo not drawn)
-4.7	COCCN(C(=O)Cn1nnc2ccccc21)C(C(=O)NC1CCCC1)c1cccc(OC)c1OC (stereo not drawn)
3.4	Cc1ccc(-c2c(C(=O)N/N=C/c3cccs3)nnn2-c2nonc2N)cc1
-2.1	O=[N+]([O-])c1ccc(Oc2c(F)c(F)nc(N3CCCC3)c2F)cc1
-9.0	CC(C(=O)OCC(=O)Nc1ncc(Cl)cc1Cl)N1C(=O)c2ccccc2C1=O (stereo not drawn)
-0.5	Cc1ccccc1N/N=C1\CCCNC1=O
-27.0	Cc1ccccc1Cn1c(=N)n(CC(=O)c2ccco2)c2ccccc21
25.7	CCOc1cccc(C(=O)Nc2ccccc2OC(F)F)c1
-138.1	COc1ccc2nc3c(cc2c1)c(NC(=O)c1cccs1)nn3CC(C)C
-3.6	COc1ccccc1C(=O)NC(CCSC)C(=O)OCC(=O)NC(=O)NCc1ccco1 (stereo not drawn)
0.2	CCOCCCNC(=O)C1CCCN(S(=O)(=O)CC)C1 (stereo not drawn)
-3.3	COCCC(=O)NC12CC3CC(CC(C3)C1)C2

# Next section; it opens with the 2 that closed the last part.
ARNT TACC3 PPI	molecule
0.2	CCOCCCNC(=O)C1CCCN(S(=O)(=O)CC)C1 (stereo not drawn)
-3.3	COCCC(=O)NC12CC3CC(CC(C3)C1)C2
2.6	O=C(Cc1c(Cl)cccc1Cl)NC1=NCCS1
5.6	CN(C)Cc1c(O)ccc2[nH]cnc12
-13.1	Cc1cccc(NC(=O)CSc2nc(-c3ccccc3)c(C#N)c(=O)[nH]2)c1C
-24.5	Nc1ccc(-c2nc3ccc(-c4nc5ccccc5o4)cc3[nH]2)cc1
1.6	O=C(c1ccccc1)C1CCc2occc2C1=O (stereo not drawn)
-2.3	CCCCNCCOCCOc1ccc(F)cc1
3.2	C=CCn1c(SCC(=O)NC2CCS(=O)(=O)C2)nc2scc(C3CC3)c2c1=O (stereo not drawn)
-1.3	COc1ccccc1NC(=O)CN(Cc1ccco1)C(=O)c1cc2ccccc2o1
-4.3	CCOC(=O)C(NC=O)(NC(C)(C)C)C(=O)OCC
4.8	Cc1[nH]n(C(N)=S)c(=O)c1N=Nc1ccc(S(=O)(=O)N2CCCCCC2)cc1
0.8	N#Cc1ccc(NC(=O)CN2C(=O)NC(Cc3ccccc3)C2=O)cc1 (stereo not drawn)
-7.4	O=C(CN(C(=O)CSc1nnc(COc2ccccc2)o1)c1ccc(F)cc1)NC1CCCC1
-7.1	O=c1[nH]c(SCc2ccccc2Cl)nc2c1CCC2
-1.1	O=C(Cc1sc(-c2ccccc2Cl)nc1-c1ccccc1)Nc1ccccc1
2.6	CCN1CCc2c(sc(N)c2C#N)C1
-6.9	Cc1cc(C)c(C#N)c(OCC(=O)Nc2ccccc2)n1
-11.0	C=C(C)C1Cc2c(C)nn(-c3ccccc3)c2C1 (stereo not drawn)
-10.3	CSc1nsc(SC)c1NC(=O)Nc1ccccn1
-6.7	CCOC(=O)c1cc(S(=O)(=O)N2CCN(C(=O)OCC)CC2)cn1C
-6.8	O=C(CN1CCN(CC(=O)Nc2ccccc2Cl)CC1)Nc1ccc2c(c1)OCCO2
-14.8	Cc1ccc(-n2nc3cc(C)c(NC(=O)c4cccnc4)cc3n2)cc1
-23.6	CCc1ccc(NC(=O)CSC2=C(C#N)C(c3ccc4c(c3)OCO4)CC(=O)N2)cc1 (stereo not drawn)
-1.1	CCOC(=O)c1c(C)[nH]c(C(=O)CN2C(=O)NC(CC)(c3ccccc3)C2=O)c1C (stereo not drawn)
-1.9	CC(=O)CCc1oc2ccc(NC(C)=O)cc2c1-c1ccc(C)o1
-2.2	O=C(Nc1nc2c(s1)CCc1ccccc1-2)c1cccs1
9.4	CC1Cc2nc(SCC(=O)Nc3ccc4c(c3)OCO4)n(Cc3ccccc3)c(=O)c2S1 (stereo not drawn)
1.4	O=C(CSc1ccc2nnc(-c3ccccc3)n2n1)NCC1CCCO1 (stereo not drawn)
-1.4	CC1CN/C(=C\C(=O)c2ccc(Cl)cc2)C(=O)N1 (stereo not drawn)
-9.1	O=C(CCn1c(=S)[nH]c2ccccc2c1=O)NCCCN1CCCC1=O
21.6	N#Cc1nc(COc2ccc(F)cc2)oc1N1CCN(Cc2ccccc2)CC1
-3.0	Cc1ccccc1C(=O)Nc1ccc(S(=O)(=O)N2CCN(C)CC2)cc1
2.2	Nc1nc(-c2ccccc2)c(-c2ccccc2)s1
-4.9	N#CCCCCN1c2cccc3cccc(c23)S1(=O)=O
-2.8	Cc1nc(C2CC(=O)OC23CCCCC3)cs1 (stereo not drawn)
-1.2	CN(C)C(=O)c1c(NC(=O)c2ccco2)sc2c1CCCCC2
22.7	N#Cc1cc2c(nc1SCc1cccnc1)CCCCC2
-2.6	C=CCc1cc(C)cc(C)c1OCCn1cncn1
-3.7	O=C(Cn1nc(C(F)(F)F)c2c1CCC2)Nc1ccccc1C(F)(F)F
-2.4	CCCC(=O)NCc1nc2ccccc2n1C
-5.1	Cc1sc(NC(=O)c2sc3nc4c(C)cccc4cc3c2N)c(C#N)c1C

# Ordered by formula weight (largest number first): three of the compounds above
ARNT TACC3 PPI	molecule
9.4	CC1Cc2nc(SCC(=O)Nc3ccc4c(c3)OCO4)n(Cc3ccccc3)c(=O)c2S1 (stereo not drawn)
-1.1	CCOC(=O)c1c(C)[nH]c(C(=O)CN2C(=O)NC(CC)(c3ccccc3)C2=O)c1C (stereo not drawn)
-2.4	CCCC(=O)NCc1nc2ccccc2n1C

# Laid out differently: 4 of the compounds above
COc1ccccc1C(=O)NC(CCSC)C(=O)OCC(=O)NC(=O)NCc1ccco1 (stereo not drawn)
  ARNT TACC3 PPI: -3.6

CCOCCCNC(=O)C1CCCN(S(=O)(=O)CC)C1 (stereo not drawn)
  ARNT TACC3 PPI: 0.2

COCCC(=O)NC12CC3CC(CC(C3)C1)C2
  ARNT TACC3 PPI: -3.3

O=C(Cc1c(Cl)cccc1Cl)NC1=NCCS1
  ARNT TACC3 PPI: 2.6

# Remaining list, next part:
ARNT TACC3 PPI	molecule
2.1	O=C(NCC1CCCO1)C1CCCN(S(=O)(=O)c2cccc3nsnc23)C1 (stereo not drawn)
1.3	CC/C(=N\NC(=O)CNC(=O)/C=C/c1ccco1)c1ccccc1
5.8	Cn1c(=O)c2c(n(Cc3ccccc3)c1=O)NC(=O)C2CC(=O)N1CCc2ccccc2C1 (stereo not drawn)
-0.5	CC(NC(=O)OC(C)(C)C)C(=O)N1CCCC1C(=O)NC(Cc1ccccc1)C(N)=O (stereo not drawn)
-2.0	Cc1ccc(C)c(NC(=O)CN(C)C(=O)CCN2C(=O)c3ccccc3C2=O)c1
-51.9	Cc1c(C(=O)N2CCN(Cc3ccccc3)CC2)sc2ncnc(N3CCOCC3)c12
1.8	O=C(Nc1ccon1)c1ccc(S(=O)(=O)N2CCCCCC2)cc1
-0.5	CC1=NN(C(C)C)C(=O)C1
-6.3	c1ccc(OCCOc2ncnc3ccccc23)cc1
-4.0	Cc1ccc(C)c(C2=CSC3=NS(=O)(=O)CCN23)c1
-5.6	COC(=O)c1cccc(NC(=O)CSc2nnc(COc3ccccc3)n2C)c1
-10.2	COc1cc(NC(=O)CN2C(=O)NC(C)(c3ccccc3)C2=O)c(C)cc1[N+](=O)[O-] (stereo not drawn)
-4.9	COc1ccc(S(=O)(=O)Nc2cc(C)cc(C)n2)c2ccccc12
0.1	COCCNS(=O)(=O)c1cccn1-c1ncc(C(F)(F)F)cc1Cl
-0.7	CCOC(=O)c1c(C)sc(Sc2ccc(Cl)cc2[N+](=O)[O-])c1OC
2.8	CSc1cc(-c2ccc(Cl)cc2)n(Cc2ccccc2)c(=O)c1C#N
0.7	CCC(=O)N1CCc2cc(S(=O)(=O)NCCC(=O)Nc3cc(C)cc(C)c3)ccc21
-6.0	CCCSc1nnc(-c2cnn(-c3ccccc3)c2-n2cccc2)n1C
-6.2	COc1ccccc1NC(=O)c1nnn(Cc2ccccc2)c1NC(C)=O
-7.9	Cc1cc(Br)c2c(c1)=C(c1sc(N3CCCCCC3)nc1O)C(=O)N=2

# In the list so far, these contain a tert-butyl group:
ARNT TACC3 PPI	molecule
2.9	CC(C)(C)c1ccc(OCC(=O)NNC(=O)CCc2ccccc2)cc1
-4.3	CCOC(=O)C(NC=O)(NC(C)(C)C)C(=O)OCC
-0.5	CC(NC(=O)OC(C)(C)C)C(=O)N1CCCC1C(=O)NC(Cc1ccccc1)C(N)=O (stereo not drawn)

# The list goes on:
ARNT TACC3 PPI	molecule
-3.1	O=C(CN1C(=O)c2cccc3cccc1c23)N1CCN(c2cccc(Cl)c2)CC1
6.7	CCC(=O)Oc1ccc2c(C)cc(=O)oc2c1C
-8.1	CC(C)c1c(O)nc(SCC(=O)Nc2ccc3c(c2)CCC3)[nH]c1=O
-6.8	O=C(Nc1ccc(Cl)cc1)N1CCN(c2ccc3nnc(-c4ccc(F)cc4)n3n2)CC1
-2.2	CCOC(=O)c1nn(C23CC4CC(CC(C4)C2)C3)c2c1C(=O)N(c1ccc(C)cc1)C2=O
2.5	CCOC1=NC(C(=O)O)c2ccccc2/C(=C(/C)Cl)N1 (stereo not drawn)
-2.7	COc1ccc(OC)c(N(CC(=O)N2CCC(C)CC2)S(=O)(=O)c2ccc(OC)c(OC)c2)c1
-7.7	CC(=O)c1oc2ccccc2c1N
1.4	O=c1[nH]c2ccc(NC(=S)Nc3ccccc3Cl)cc2[nH]1
-3.2	CCOC(=O)C(C(=O)OCC)C(CC(=O)C1CC1)c1ccccc1 (stereo not drawn)
-5.7	O=C(COc1ccc(F)cc1)N1CCC(Cc2ccccc2)CC1
-38.5	CCOC(=O)Cn1nnc(-c2ccccc2)n1
0.1	O=Nc1c(O)n(Cc2ccc(Cl)cc2Cl)c2ccccc12
0.5	Cn1c(SCC(=O)c2ccc(F)cc2)nc2cccnc21
-0.6	CCc1ccccc1N1CC(C(=O)O)CC1=O (stereo not drawn)
-8.3	C(=C\CSc1ncn[nH]1)/CSc1ncn[nH]1
12.7	O=[N+]([O-])c1cc2oc3c(c2c(C=NCc2ccncc2)c1O)CCCC3
-1.5	Cn1nc(C(F)(F)F)c2cc(C(=O)Nc3ccc(Cl)cc3)sc21
-0.5	COc1ccc(C)cc1NC(=O)c1ccc2c(c1)OCO2
-4.6	COc1ccc(NC(=O)CCN2CC(C)OC(C)C2)c(OC)c1 (stereo not drawn)
8.1	CCOC(=O)c1cc2n(c1N)-c1ccccc1C2=O
2.8	O=S1(=O)CCC(N2CCOCC2)C1 (stereo not drawn)
0.2	COc1cc(C(=O)N2CCC(N3CCCCCC3)CC2)cc(OC)c1OC
-6.8	CCCS(=O)(=O)C(=C1NCCO1)S(=O)(=O)CCC
9.8	COc1ccc(-c2nc(N3CCCCCC3)sc2C(=O)c2ccccc2)cc1
-5.3	O=C(NCCCN1CCOCC1)C1CC(=O)N(C2CCCCC2)C1 (stereo not drawn)
-6.0	CC(=O)NC1=NN(C(C)=O)C(C)(CS(=O)(=O)c2ccc3ccccc3c2)S1 (stereo not drawn)
17.2	Cc1ccc(NCc2nc3ccccc3n2C)cc1
3.7	COC(=O)c1[nH]c2ccc(Cl)cc2c1NC(=O)CCN1CCOCC1
35.1	CCN1C=CC(=C2C(=O)c3ccccc3C2=O)C=C1
7.9	N#Cc1c(N)nc2c(c1-c1ccco1)CCCCC2
-18.6	O=C(CSC1=NCCS1)Nc1cccc2ccccc12
-0.5	Cc1ccc(-c2cc(-c3ccc(F)cc3)nc(N)c2C#N)o1
-3.2	Nc1cc(Cl)ccc1C(=O)OCC(=O)NC1CCS(=O)(=O)C1 (stereo not drawn)
-4.8	CCCCNC(=O)C(C)N(CCN(C)C)C(=O)CCCN1C(=O)NC(c2ccc([N+](=O)[O-])cc2)C(C(=O)OCc2ccccc2)=C1C (stereo not drawn)
5.2	COc1cccc(-n2nnnc2SCC(=O)NCCc2ccccc2)c1
-1.4	O=C1CCCC/C1=C/Nc1ccc(S(=O)(=O)Nc2ncccn2)cc1
2.8	Cc1nc2nc[nH]c2cc1Br
0.2	COc1ccc(-c2csc(NCc3ccco3)n2)cc1C
-7.0	O=C(Cn1cnc2ccccc2c1=O)NCc1ccc2c(c1)OCO2
0.1	CC1=CC(C)(C)N(C)C(=O)N1c1ccc(Cl)cc1
-5.3	O=C(O)CSC(C(=O)Nc1ccc(C(F)(F)F)cc1)c1ccccc1 (stereo not drawn)
-0.4	O=C(CCCNS(=O)(=O)c1cccc2nsnc12)N1CCCCC1
5.0	C/C(=N\Nc1nncc2ccccc12)c1ccc(C(C)(C)C)cc1
-2.9	CCN1C(=O)/C(=C2\SC(=S)N(CCCOC)C2=O)c2ccccc21
-0.3	Cc1ccccc1-c1nc(Cc2ccccc2)no1
-4.1	CC(=O)Nc1ccc(-n2c(C)nc(=O)c(-c3ccccc3)c2C)cc1
-4.8	Cc1ccn2c(C(=O)CSc3ccccc3Cl)c(C)nc2c1
0.3	O=[n+]1c2c(n([O-])c3cc(F)c(N4CCCC4)cc31)CCC2
-1.8	COC(=O)c1ccc(C(=O)OC)c(NC(=O)CN2CCN(c3ccccc3OC)CC2)c1
-3.1	Cc1nn(-c2cccc(Cl)c2)c2nc(-c3ccco3)cc(C(=O)O)c12

# Bioassay records from PubChem BioAssay.
